D2 antagonist: HTS Assay for Allosteric Antagonists of the Human D2 Dopamine Receptor: Primary Screen for Antagonists | D(2) dopamine receptor (Homo sapiens), P14416 | HEK293 TREx D2 cells, calcium flux, dopamine EC80 | inhibition, % at 10 µM | 340,000 compounds, 2% hits; in the data active = inhibition above about 30%; note: 0% is about no effect
Target sequence (P14416 whole entry, looked up): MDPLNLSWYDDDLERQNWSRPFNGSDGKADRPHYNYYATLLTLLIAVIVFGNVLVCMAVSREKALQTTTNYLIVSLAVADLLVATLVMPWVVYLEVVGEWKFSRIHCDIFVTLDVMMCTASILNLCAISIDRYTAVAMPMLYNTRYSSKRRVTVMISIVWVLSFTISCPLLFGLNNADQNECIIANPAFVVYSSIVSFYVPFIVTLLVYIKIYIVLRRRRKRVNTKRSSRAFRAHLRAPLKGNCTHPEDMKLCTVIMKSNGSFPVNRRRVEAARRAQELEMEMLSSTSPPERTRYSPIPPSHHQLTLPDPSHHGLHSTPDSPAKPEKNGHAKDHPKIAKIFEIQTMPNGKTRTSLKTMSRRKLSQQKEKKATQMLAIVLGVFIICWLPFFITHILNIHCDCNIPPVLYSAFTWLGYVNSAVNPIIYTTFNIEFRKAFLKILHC
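Tetracycline-induced HEK293 T-REx cells expressing D2 force-coupled to calcium signalling were dye-loaded, exposed to compound for 180 s, then challenged with an EC80 of dopamine; calcium flux was followed kinetically for a further 180 s.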
Vif-A3F inh: qHTS for Inhibitors of Vif-A3F Interactions: qHTS; Potency, µM (titrated, usually from 46.1 µM), for inactives: at the top dose activity, negative = active; 390,000 compounds, 0.2% hits; HeLa A3F-eYFP + Vif (tagged APOBEC3F with the HIV-1 protein that degrades it), YFP fluorescence increase; note: potency is the fitted concentration of half-maximal effect; % of control where 0% means no effect; nearly all actives have a fitted effect of over 65% in size
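HeLa cells stably expressing A3F-eYFP plus Vif, plated and incubated overnight at 37 deg C, then exposed to compounds overnight at 37 deg C. Blocked degradation read as raised yellow fluorescence (Ex 488/Em 500-530).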
GRP78 ERSR act: qHTS for Inducers of the Endoplasmic Reticulum Stress Response (ERSR) in Human Glioma: qHTS; U87-MG GRP78 promoter luciferase reporter, 16 h; Potency, µM, for the others: at the top dose activation, most hits filed as activators; 420,000 compounds, 0.02% hits; AID 602332, 2012; note: potency is the fitted concentration of half-maximal effect; series mostly up to about 76 µM; % of control where 0% means no effect; nearly all actives have a fitted effect of over 35% in size
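Stably transfected U87-MG human glioma cells carrying a GRP78-based luminescent sensor were seeded at 1000 cells/well, pin-dosed with compounds and incubated 16 h. Luciferase reagent was then added, and end-point luminescence was read after 10 min at room temperature.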
LDHA block: qHTS assay for inhibitors of human lactate dehydrogenase; L-lactate dehydrogenase A chain (Homo sapiens), P00338; purified LDHA, NADH/diaphorase-resazurin fluorescence; active compounds read low; activity change, % (values are at about 110 or 230 µM); 480,000 compounds, 0.15% hits; AID 1347041, 2019; in the data active = activity change below about -30%; inconclusive = mostly about -25% to -30%;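 note: plate controls were DMSO wells for no effect and wells without enzyme for full effect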
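Resorufin fluorescence (ex540/em590), read at 0 and 20 min after diaphorase/resazurin addition, reports the NADH left after a 5 min room-temperature reaction of 2 nM human LDH5 with 0.06 mM NADH and 0.2 mM pyruvate.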
ERG Ets-DNA blk: qHTS for Small Molecule Inhibitors of the ERG Ets/DNA interaction; Transcriptional regulator ERG (Homo sapiens), P11308; fluorescence polarization, His-ERG Ets domain / labelled DNA; Potency, µM (highest dose often 76.9 µM), inactives show at the highest dose FP activity, negative = inhibition, most hits filed as inhibitors; 370,000 compounds, 0.028% hits; AID 624246, 2012; active = well fitted inhibition curve with a large enough effect in the polarisation, with a control signal flat; inconclusive = small, poorly fitted or top-dose-only effect, or effect the other way, or a change in a side signal; inactive = no such curve, though single readings can be large or run the other way; the % refers to the polarisation;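 note: polarization taken with two DNA probes labelled with fluorescein and Texas red; potency is the fitted concentration of half-maximal effect; % of control where 0% means no effect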
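His-tagged ERG Ets domain (1 uM in the protein solution; 300mM KCl, 50mM Tris-HCl, 1mM EDTA, 1mM DTT, pH 7.5) received compound, then a probe mix of 5 nM fluorescein-DNA and 100nM Texas-615-DNA. Fluorescence polarization was read for both dyes.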
Vif-A3G inh: qHTS for Inhibitors of Vif-A3G Interactions: qHTS | 410,000 compounds, 0.076% hits | HeLa A3G-eYFP + Vif (tagged APOBEC3G with the HIV-1 protein that degrades it), YFP fluorescence, overnight | Potency, µM (titrated, usually from 46.1 µM), without a hit: at the highest dose activity, negative = active, actives largely listed as inhibitors;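 note: potency is the fitted concentration of half-maximal effect; % is set by controls: 0 for no effect and ±100 for the full control effect; nearly all actives have a fitted effect of over 60% in size; hits raise eYFP signal because A3G escapes Vif-driven loss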
Target sequence (Q9HC16 whole entry, looked up): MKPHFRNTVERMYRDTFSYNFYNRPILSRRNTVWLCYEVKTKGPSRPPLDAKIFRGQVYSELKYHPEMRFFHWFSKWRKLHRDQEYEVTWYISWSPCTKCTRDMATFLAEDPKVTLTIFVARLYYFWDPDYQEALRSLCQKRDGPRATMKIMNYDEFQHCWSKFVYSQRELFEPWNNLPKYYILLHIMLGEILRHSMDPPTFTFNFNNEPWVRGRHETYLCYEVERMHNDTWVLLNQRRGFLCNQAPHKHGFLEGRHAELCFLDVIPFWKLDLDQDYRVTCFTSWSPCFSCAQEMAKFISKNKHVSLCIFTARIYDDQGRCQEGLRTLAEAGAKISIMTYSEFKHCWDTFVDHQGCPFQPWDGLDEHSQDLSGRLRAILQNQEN
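HeLa cells stably expressing Vif and C-terminally eYFP-tagged A3G, seeded overnight at 37 deg C, then exposed to compound by pintool overnight at 37 deg C. Rise in yellow fluorescence (Ex 488/Em 500-530, Acumen) marks blocked Vif-driven A3G degradation.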
12-LOX inh: Primary qHTS assay for inhibitors of human arachidonate 12S-lipoxygenase (ALOX12): Round 2. AID 1671190, 2021. purified 12hLO, xylenol orange hydroperoxide absorbance. Polyunsaturated fatty acid lipoxygenase ALOX12 (Homo sapiens), P18054. 580,000 compounds, 1.1% hits. Potency, µM (doses to about 108 µM), for the others: top-dose activity change, negative = inhibition, most hits filed as inhibitors; note: potency is the fitted concentration of half-maximal effect; % is set by controls: 0 for no effect and ±100 for the full control effect
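Purified human 12hLO at 150 nM in 25 mM Hepes, 0.01% Triton X-100, pH 7.0, preincubated 15 min at room temperature with compound. Reaction started with 40 uM arachidonic acid, 30 min at room temperature. Hydroperoxide measured by Fe-xylenol orange, 573/405 nm absorbance ratio.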
RGS4 inh: Inhibitors of Regulator of G Protein Signaling (RGS) 4: qHTS; AID 504845, 2011; Transcreener GDP fluorescence polarization, RGS4-accelerated GTP hydrolysis; Regulator of G-protein signaling 4 (Homo sapiens), P49798; 390,000 compounds, 0.039% hits; Potency, µM (series often up to 114 µM), without a hit: at the highest dose activity change, negative = inhibition, usual class: inhibitors; note: potency is the fitted concentration of half-maximal effect; % is set by controls: 0 for no effect and ±100 for the full control effect; nearly all actives have a fitted effect of over 75% in size; some results filed as inactive show a strong effect at the top dose
Target sequence (P49798 whole entry, looked up): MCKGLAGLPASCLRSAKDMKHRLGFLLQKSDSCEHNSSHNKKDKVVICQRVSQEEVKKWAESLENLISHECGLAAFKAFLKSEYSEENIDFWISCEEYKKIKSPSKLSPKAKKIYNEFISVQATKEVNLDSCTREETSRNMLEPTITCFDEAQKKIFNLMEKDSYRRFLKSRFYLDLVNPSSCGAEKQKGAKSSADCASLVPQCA
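MLSMR compounds (23 nl, pin-transferred) preincubated 10 min at room temperature with a 500nM (2x) first reagent, then RGS4 at 900nM (2x) plus Transcreener GDP mix added; fluorescence polarization (620/688 nm) read before and after 90 min at 30 °C.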
D2 ag: HTS Assay for Allosteric Agonists of the Human D2 Dopamine Receptor: Primary Screen for Agonists. HEK293 T-REx D2 cells, calcium flux agonist mode. D(2) dopamine receptor (Homo sapiens), P14416. activation, % at 2 µM. AID 485358, 2010. 340,000 compounds, 0.53% hits;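 active = activation over 3 SD above normal in the single-dose calcium agonist read, cut at about 30% in these data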; note: 0% is about no effect
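Agonism scored from kinetic calcium signal (1 read/sec, 180 s) following compound pin transfer, after a 10 s baseline. Cells: HEK293 Trex line expressing inducible D2 receptor coupled to calcium, dye-loaded after overnight culture at 30 C.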
An asterisk follows results filed as active; ? = inconclusive; · = no result given; & = joins results of further samples; [ ] = another dose, or the depositor's remark. Unless noted, calls come from the whole dose curve; as a rule, active = well fitted curve in the direction sought with a large enough effect; inconclusive = small, poorly fitted or top-dose-only effect, or another doubt; inactive = no such curve, though single readings can be large; an effect the other way counts as inactive or inconclusive.

Values in the order – GRP78 ERSR act	D2 antagonist	ERG Ets-DNA blk	Vif-A3G inh	12-LOX inh	LDHA block	Vif-A3F inh	D2 ag	RGS4 inh
Cc1cc(-c2ccccc2)c2c(=O)n(-c3ccccc3)[nH]c2n1
→ -2%	-16	-1%	-20%	?	-4	-6%	-1.5	11%
CN1CCN(c2ccc(S(=O)(=O)N3CCOCC3)cc2NC(=O)CCc2ccccc2)CC1
→ -3%	·	2%	-6%	7%	-5	2%	·	10%
COc1ccc(C(=O)NCC2CCCO2)cc1 (centres undefined)
→ 1%	19	-6%	0%	2%	-6	-5%	1.9	34%
COc1ccc(Cc2nnc(NC(=O)C3CCCO3)s2)cc1OC (centres undefined)
→ 1%	1	-1%	-1%	?	2&-6	-4%	5.9	-38%
O=C(CSc1nnnn1C1CCCC1)NCCc1ccccc1
→ 1%	-10	-3%	4%	20%	-3	1%	0.8	-2%
O=C(O)c1cccc(N/N=C/c2cn(-c3ccccc3)nc2-c2cccs2)c1
→ -6%	-2	-1%	-2%	45µM*	-7	0%	-0.6	-17%
COc1ccccc1Cn1cc(C(=O)c2ccc(C)cc2)c(=O)c2cc(F)cc(F)c21
→ -3%	·	-10%	0%	-7%	-11	-5%	0.0	3%
NNC(=O)c1ccc(OCC2CC(c3ccc(Cl)cc3)=NO2)cc1 (centres undefined)
→ ?	·	9%	-29%	43%[activator]	-9	-12%	·	18%
COC(=O)c1ccccc1NC(=O)CC#N
→ -6%	26	-5%	-7%	21%	-6	7%	0.1	-20%
CCOc1ncccc1C(=O)Nc1cc(S(=O)(=O)N2CCCCCC2)ccc1OC
→ 1%	-5	-15%	3%	-20%	-8	0%	0.0	1%
CCN1CCN(c2csc3ccc(Cl)cc3c2=O)CC1
→ 1%	·	-4%	0%	?	4	1%	0.0	-54%
O=C(CSc1n[nH]c(-c2ccccc2)n1)c1ccccc1
→ -3%	-3	3%	-1%	?	-2&13	5%	-1.6	-52%
Cc1noc(C)c1NC(=O)Nc1cccc2c1O[C@H](CN(C)C(=O)NC1CCCCC1)[C@@H](C)CN([C@H](C)CO)C2=O
→ -3%	·	6%	0%	8%	-4	-8%	·	13%
COc1cc(-c2nnc(SCC(=O)NC3CCCC3)n2C)cc(OC)c1O
→ -3%	11	2%	7%	26%	0	1%	0.5	5%
COc1ccc([N+](=O)[O-])cc1C(=O)NC1CCN(Cc2ccccc2)CC1
→ -6%	·	-7%	0%	40%	0	0%	·	-9%

The results go on:
Values in the order – GRP78 ERSR act	D2 antagonist	ERG Ets-DNA blk	Vif-A3G inh	12-LOX inh	LDHA block	Vif-A3F inh	D2 ag	RGS4 inh
COc1ccc(NC(=O)CSc2nnc(-c3cccnc3)o2)cc1
→ -2%	6	-1%	-4%	-7%	-2	-8%	0.6	6%
CN(/N=C/c1ccncc1)C1=NS(=O)(=O)c2ccccc21
→ 2%	-10	0%	-1%	?	-7	3%	-0.4	-10%
COc1ccc(Cl)cc1NC(=O)CCN1CCN(c2ccccc2C)CC1
→ -1%	-14	·	2%	-3%	1	4%	24	9%
CC(=O)N1c2c(cc(Br)cc2S(=O)(=O)Nc2ccccc2C)CC1C (centres undefined)
→ -4%	·	1%	1%	-6%	-16	-2%	1.0	19%
CC(Cc1cccnc1)NC(=O)c1ccccc1OC1CCN(S(C)(=O)=O)CC1 (centres undefined)
→ 3%	-4	-1%	1%	-7%	0	-33%	-0.1	-8%
CC(=O)NC(C)c1ccc(Cl)c(Cl)c1 (centres undefined)
→ -1%	0	·	-6%	1%	-3	-2%	1.4	-28%
CCOC(=O)N/N=C\c1cccc(OC)c1
→ 4%	-5	-7%	-2%	0%	-6	-16%	0.2	-10%
CCCNC(=O)c1ccc(N2CCC3(CC2)CC(c2ccccc2)=NO3)c(NC(=O)c2ccco2)c1
→ 1%	-7	-4%	-17%	1%	-6	7%	0.0	5%
O=C(O)CSc1nnc(-c2ccc(Cl)cc2Cl)n1-c1ccccc1
→ -4%	0	7%	7%	-7%	-3	1%	0.9	9%
CCC(=O)N1CCC1(C)C(=O)Nc1ccc(F)cc1 (centres undefined)
→ 0%	·	·	-1%	3%	-1	·	·	·
CCc1ccccc1N(C)C(=O)Cc1c(C(=O)O)c(C)cn1C
→ 1%	·	-8%	-5%	1%	-1	1%	0.7	-1%
O=[N+]([O-])c1cc(/C=N/N2CCCCC2)ccc1Cl
→ 3%	-12	-3%	6%	?	-2	0%	-0.4	11%
O=C(Cn1c(=O)c2cc(Cl)ccc2n2nncc12)Nc1ccccc1
→ -4%	·	-4%	0%	0%	-17	-15%	-0.1	-6%
NC(=O)[C@@H]1CCCN1C(=O)c1cc(COc2ccc3c(c2)CCCC3)on1
→ 1%	-9	-6%	-4%	5%	-4	-13%	0.1	25%
Cc1noc(C)c1-c1ccc(C(=O)NCc2ccc(Cl)cc2)c2occc12
→ 1%	·	·	-5%	-20%	-8	·	·	·

(further entries)
Values in the order – GRP78 ERSR act	D2 antagonist	ERG Ets-DNA blk	Vif-A3G inh	12-LOX inh	LDHA block	Vif-A3F inh	D2 ag	RGS4 inh
O=[N+]([O-])c1ccc(S(=O)(=O)Nc2ccccn2)cc1
→ -8%	-4	8%	-1%	-5%	-1	6%	0.0	-7%
O=C(CSc1nnc(COc2ccc(Cl)cc2Cl)o1)Nc1ccccn1
→ -3%	15	8%	-1%	0%	0	-10%	-0.1	10%
O=C(Cc1ccccc1)Nc1ccc(N2CCOCC2)cc1N1CCOCC1
→ -2%	18	6%	1%	?	0	-2%	0.4	-26%
COC(=O)c1cc(NC(=O)C2CC=CCC2C(=O)O)cc(C(=O)OC)c1 (centres undefined)
→ -4%	-8	3%	1%	0%	-3	0%	1.5	16%[56.9 µM]
CC(=O)Nc1nc(C)c(-c2csc(Nc3ccc(S(N)(=O)=O)cc3)n2)s1
→ -9%	0	13%	-5%	12%	-7	0%	-0.7	12%
O=C(Nc1nc(-c2ccc(F)cc2)cs1)C1CCCO1 (centres undefined)
→ 4%	19	-17%	4%	-19%	-15	-19%	1.1	-5%
Cc1ccc(C(=O)OCC(=O)NC2CCCC2)cc1C
→ 6%	5	0%	0%	-4%	-4	-7%	0.6	4%
COc1ccc(N2CCN(C(=O)COC(=O)c3ccc(-n4nc(C)cc4C)cc3)CC2)cc1
→ -2%	-11	0%	0%	369%[activator]	0	2%	-0.2	12%
CC1(c2ccccc2)CC(C)(C)N(C(=O)C2CCCO2)c2ccccc21 (centres undefined)
→ -2%	-10	·	0%	7%	0	-5%	-0.3	13%
Cc1ccc(Nc2nnc(SCC(=O)c3ccc(O)cc3O)s2)cc1
→ 0%	2	-2%	-8%	45µM*	-3	-8%	0.9	-18%
O=C1CC(N2CCN(c3ccccc3F)CC2)C(=O)N1c1ccc2c(c1)OCCO2 (centres undefined)
→ -3%	16	0%	0%	-6%	-1	1%	0.1	-12%
CCCN1Cc2cccc(C(=O)NC(CC(=O)OCC)c3ccc(OCC)c(OC)c3)c2C1=O (centres undefined)
→ 4%	15	5%	-5%	0%	-2	?	-0.8	20%
O=C(COC(=O)c1ccc(OC(F)F)cc1)NCC1CCCO1 (centres undefined)
→ -6%	·	·	2%	-18%	-6	1%	·	·
COc1ccc(Cl)cc1C(=O)NNC(=O)c1[nH]c(C)c(C(C)=O)c1C
→ 2%	·	3%	1%	-1%	-2	2%	·	-9%
Cc1ccc(N2CCN(C(=O)N3CCOCC3)CC2)cc1C
→ 0%	-5	14%	-5%	4%	-5	0%	0.1	19%

Additional results follow.
Values in the order – GRP78 ERSR act	D2 antagonist	ERG Ets-DNA blk	Vif-A3G inh	12-LOX inh	LDHA block	Vif-A3F inh	D2 ag	RGS4 inh
Cc1cc(C)n(CC(=O)NNC(=O)CC(C)c2ccccc2)n1 (centres undefined)
→ -5%	3	-14%	3%	8%	-7	0%	0.1	20%
CC(CC(=O)Nc1ccccc1C(F)(F)F)c1ccccc1 (centres undefined)
→ -5%	6	-7%	0%	-6%	-4	-2%	-0.5	12%
O=C(Nc1nnc([C@H]2C[C@H](O)[C@@H](CO)O2)s1)c1ccc(Oc2ccccc2)cc1
→ 3%	·	·	-2%	-1%	-1	·	·	·
Cc1cc(C)c2c(n1)sc1c(O)cc(=O)[nH]c12
→ -2%	-6	-3%	-1%	?	-1	-3%	2.7	-11%

High-throughput results as filed in PubChem.

An excerpt; rates above refer to the full screens.
